Screening results (PubChem)
KB-V1 cytotox: kills drug-selected multidrug resistant KB-V1 cells; 400,000 tested, 3.4% active; Potency, µM (doses to about 46.1 µM), for the others: top-dose activity change, negative = cytotoxicity, usual class: cytotoxic; KB-V1 MDR cells viability, CellTiter-Glo, 72 h; AID 1347076; further: potency means the concentration at half of the fitted maximal effect; on the % scale 0 is the no-effect control and ±100 the full control effect; nearly all actives have a fitted effect of over 60% in size
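Compound-treated KB-V1 multidrug-resistant cells, 72 h, 37 degrees C; viability by CellTiter-Glo. Fitted qHTS curves give the values.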
GLP1R cytotox: cytotoxicity in counter-screen for GLP-1R inverse agonists; Potency, µM (titrated, usually from 38.3 µM), for the others: at the top dose activity change, negative = inhibition, hits mostly inhibitors; HEK293 cAMP-luciferase reporter cells, luminescence, 24 h; 410,000 tested, 0.13% active;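 further: loss of luciferase light is scored as toxicity; potency means the concentration at half of the fitted maximal effect; on the % scale 0 is the no-effect control and ±100 the full control effect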
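A 23 nL compound transfer followed 12 hours of cell culture at 37 deg C; exposure then lasted 24 hr. Luciferase assay detection reagent was dispensed and plates read for luminescence after a 12 min room-temperature wait.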
TDP43 rescue: TDP-43 toxicity inhibition in yeast. TDP-43 expressing yeast growth rescue, BacTiter-Glo, 24 h. Potency, µM (doses to about 46.1 µM), without a hit: top-dose growth rescue (activation), hits mostly activators. 410,000 tested, 1.8% active. AID 652104; further: potency means the concentration at half of the fitted maximal effect; % of control where 0% means no effect; nearly all actives have a fitted effect of over 50% in size
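Yeast cells expressing TDP-43 under galactose induction are exposed to compounds for 24 hr at 30 deg C. BacTiter-Glo luminescence measures growth, so protective compounds score as activators.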
GLP1R ag: GLP-1 receptor (human) agonism; HEK293 GLP-1R CRE-luciferase, luminescence, 4-6 h; cells express a hypersensitive GLP-1R form; Potency, µM (series often up to 45.6 µM), without a hit: at the highest dose activation, actives largely listed as activators; 380,000 tested, 0.007% active; further: potency means the concentration at half of the fitted maximal effect; % of control where 0% means no effect
aSyn yeast inh: inhibitors of alpha-synuclein toxicity in yeast. Yeast expressing alpha-synuclein, growth rescue, BacTiter-Glo, 24 h. Potency, µM (doses to about 46.1 µM), without a hit: at the highest dose growth rescue (activation), most hits filed as activators. 370,000 tested, 0.14% active. AID 652106; further: potency means the concentration at half of the fitted maximal effect; % of control where 0% means no effect; nearly all actives have a fitted effect of over 65% in size
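Galactose-induced alpha-syn yeast (OD600=0.02, raffinose-pregrown) + pinned cpd, 24 hr, 30 deg C; growth by BacTiter-Glo luminescence. Growth restoration scores as activation.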
DRD3 antagonist: blocks the human D3 dopamine receptor; P35462; D3R cells, DiscoveRx beta-arrestin luminescence, antagonist mode; hits give low values; max response, negative = inhibition, %; 360,000 tested, 2.5% active; in the data active means max response below about -50%; inconclusive means no clear call, values can overlap the other calls; further: on the % scale 0 is the no-effect control and ±100 the full control effect; mostly tested at two doses, the higher about 12 µM
Target sequence (P35462 whole entry, looked up): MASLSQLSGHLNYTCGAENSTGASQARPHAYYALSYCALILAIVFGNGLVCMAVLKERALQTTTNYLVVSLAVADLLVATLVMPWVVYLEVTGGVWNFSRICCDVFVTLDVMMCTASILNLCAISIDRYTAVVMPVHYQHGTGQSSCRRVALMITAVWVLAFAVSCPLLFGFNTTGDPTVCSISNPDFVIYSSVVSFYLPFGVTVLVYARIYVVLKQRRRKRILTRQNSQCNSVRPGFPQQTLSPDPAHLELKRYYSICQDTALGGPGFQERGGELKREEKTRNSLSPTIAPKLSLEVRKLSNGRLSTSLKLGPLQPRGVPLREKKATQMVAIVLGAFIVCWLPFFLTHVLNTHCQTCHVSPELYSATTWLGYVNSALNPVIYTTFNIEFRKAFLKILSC
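Cells plated overnight at 1500 cells/well, then exposed to library compounds with dopamine controls for 90 minutes at 37 degrees C. DiscoveRx reagent added for 30–60 minutes at room temperature; luminescence read, quantitative HTS format.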
GLP1R inv ag: GLP-1 receptor (human) inverse agonism | 410,000 tested, 1.6% active | Potency, µM (doses to about 38.3 µM), without a hit: at the highest dose activity change, negative = inhibition, hits mostly inhibitors | AID 624417 | P43220 | HEK293 GLP-1R CRE-luciferase, luminescence, 24 h; GLP-1R form is constitutively active; further: potency means the concentration at half of the fitted maximal effect; on the % scale 0 is the no-effect control and ±100 the full control effect; nearly all actives have a fitted effect of over 55% in size
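Cells are plated, allowed 12 hours at 37 deg C, then treated with compounds for 24 hr before luciferase detection reagent is added and luminescence is read after 12 min at room temperature. The HEK293 line carries constitutively active GLP-1R with a cAMP-responsive reporter.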
PTHR1 agonist: agonists of human PTHR1 parathyroid hormone receptor | Potency, µM (top dose mostly 115 µM), inactives show at the highest dose activation, actives largely listed as activators | 410,000 tested, 0.075% active | HEK293 GP2 PTHR1 cells, GloSensor cAMP luminescence, 1 h; further: potency means the concentration at half of the fitted maximal effect; nearly all actives have a fitted effect of over 55% in size; some results filed as inactive show a strong effect at the top dose; inactives centre near -15; many of its hits are not listed in these tables
Target sequence (Q03431 whole entry, looked up): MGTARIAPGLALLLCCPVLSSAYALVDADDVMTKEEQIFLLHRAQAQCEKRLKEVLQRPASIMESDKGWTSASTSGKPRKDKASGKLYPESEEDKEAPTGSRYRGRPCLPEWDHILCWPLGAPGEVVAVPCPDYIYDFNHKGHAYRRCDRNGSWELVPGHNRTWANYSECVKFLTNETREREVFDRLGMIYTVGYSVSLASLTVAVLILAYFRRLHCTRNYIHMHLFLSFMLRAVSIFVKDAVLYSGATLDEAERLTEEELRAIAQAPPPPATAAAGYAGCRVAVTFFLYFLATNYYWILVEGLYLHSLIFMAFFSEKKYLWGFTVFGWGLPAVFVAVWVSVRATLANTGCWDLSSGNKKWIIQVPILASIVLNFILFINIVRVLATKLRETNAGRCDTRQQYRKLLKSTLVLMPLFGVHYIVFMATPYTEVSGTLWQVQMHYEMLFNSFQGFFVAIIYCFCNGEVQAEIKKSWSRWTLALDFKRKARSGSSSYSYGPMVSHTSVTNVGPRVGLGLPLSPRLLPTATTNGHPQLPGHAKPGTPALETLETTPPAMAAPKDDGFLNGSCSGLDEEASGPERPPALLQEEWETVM
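HEK-293-derived GP2 cells expressing PTHR1 and a GloSensor cAMP reporter, 3,000/well, plated overnight, given luciferin plus IBMX (each 0.5 mM as added) for 1 h at 37 °C, then compound for 1 h at 37 °C. Luminescence was read after 15 min at room temperature.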
DRD3 agonist: agonists of human D3 dopamine receptor | D3R DiscoveRx beta-arrestin cells, luminescence, 90 min | AID 652048 | 410,000 tested, 0.58% active | P35462 | max activation, %; in the data active means max activation above about 30%; further: 0% is about no effect; mostly tested at two doses, the higher about 12 µM
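Agonist mode: compounds and dopamine controls were applied to plated cells for 90 min at 37 degrees C after an overnight attachment at 1500 cells/well. Luminescent read-out followed 30 - 60 minutes at room temperature with DiscoveRx detection reagent.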
* marks the source's active call; other numbers are inactive results; i = inactive; u = inconclusive; x = no result given; & = joins results of further samples; [ ] = remark or other dose. Unless noted, the call rests on the fitted dose curve; in most records, active means well fitted curve in the direction sought with a large enough effect; inconclusive means small, poorly fitted or top-dose-only effect, or another doubt; inactive means no such curve, though single readings can be large; an effect the other way counts as inactive or inconclusive. The list is partial; rates above refer to the full screens.

item	structure	aSyn yeast inh	GLP1R cytotox	GLP1R ag	GLP1R inv ag	TDP43 rescue	DRD3 antagonist	DRD3 agonist	PTHR1 agonist	KB-V1 cytotox
1	Cc1cc(C)nc(SCC2COc3ccccc3O2)n1 (stereo unspecified)	9%	-12%	27%	-21%	14µM*	-23	-3	i	-23%
2	Cc1nc(NC(=O)c2ccc(Br)o2)sc1C	-14%	-16%	-9%	0%	19%	-1	-2	-13%	-23%
3	OCCC1CN(Cc2ccc3c(c2)CCO3)CCN1C1CCCC1 (stereo unspecified)	1%	-4%	1%	u	-4%	-6	-17	i	-65%
4	Cc1ccc(NC(=O)CSc2nnc([C@H](C)NC(=O)OC(C)(C)C)o2)c(C)c1	4%	7%	7%	4%	-18%	12	1	i	3%
5	COc1ccc(-c2csc(NC(=O)c3ccoc3C)n2)cc1	-2%	4%	14%	u	17%	0	1	-34%[inhibitor]	u
6	NC(=O)C1CCN(c2oc(-c3ccccc3F)nc2S(=O)(=O)c2ccc(Cl)cc2)CC1	-15%	2%	2%	10%	3%	-13	3	i	u
7	COCCNC(=O)c1cn(C)c2ccc(S(=O)(=O)N(C)C3CCCCC3)cc2c1=O	-8%	-7%	-5%	-10%	0%	-7	2	19%	-17%
8	Cc1c(C(=O)N2CCOCC2)c(S(=O)(=O)Nc2ccccc2F)c(C)n1C	2%	-3%	-6%	3%	-5%	11	-8	-4%	2%
9	Cc1cc2cc(CN(CCN3CCOCC3)C(=O)Nc3ccccc3F)c(=O)[nH]c2cc1C	-1%	4%	0%	25%	-4%	18	1	-4%[57.5 µM]	1%
10	O=S(=O)(c1ccccc1)c1cnc(-c2cccnc2)nc1-c1ccc(Cl)c(Cl)c1	2%	-2%	-11%	3%	13%	20	1	i	6.5µM*
11	CCOc1ccc(Nc2nc3c(c(=O)[nH]2)CCC3)cc1	5%	12%	23%	14%	7%	-18	1	i	u
12	CCc1ccccc1NC(=O)CC1NCCNC1=O (stereo unspecified)	x	6%	x	1%	12%	x	2	-16%	x
13	CC[C@@]1(C(=O)OC)N[C@H](CN(C)S(=O)(=O)c2ccccc2)[C@@H]2C(=O)N(C)C(=O)[C@@H]21	1%	1%	-1%	3%	11%	12	34*	-34%[inhibitor]	0%
14	O=S(=O)(Nc1cccnc1)c1cc(Cl)ccc1Cl	-7%	1%	-5%	48%[activator]	-19%	-21	1	-3%[57.5 µM]	8%
15	COc1ccccc1N(CC(=O)NC1CCCC1)C(=O)CCC(=O)Nc1cc(C)on1	5%	-8%	0%	9%	-3%	u	15	-6%[57.5 µM]	18%
16	N#C/C(C(=O)N1CCCCC1)=C1\Nc2ccccc2S1	-18%	-15%	-14%	11%	17%	21	-6	-25%	4%
17	O=C(O[C@@H]1[C@H](Cc2ccccc2)NS(=O)(=O)[C@H]2C[C@@H]3C=C[C@]12O3)c1ccccc1Br	11%	15%	-1%	u	-5%	-10	-9	-5%	29%
18	C(=N\Nc1nc(N2CCCC2)nc(N2CCCC2)n1)/c1cccnc1	1%	-3%	17%	17%	-3%[0.397 µM]	15	11	i	6%
19	CC(C)Oc1ccc(C2c3c(oc4ccccc4c3=O)C(=O)N2CCCN2CCOCC2)cc1 (stereo unspecified)	21%	4%	8%	5%	1%	20	3	12%[57.5 µM]	14%
20	COc1ccc(CNc2nc(-c3cccnc3)nn2C(C)=O)cc1	-19%	1%	-8%	2%	4%	-24	-8	i	7%
21	CCN(Cc1ccccc1)C(=O)Cn1c(=O)n(-c2ccc(F)c(Cl)c2)c(=O)c2sc3ccccc3c21	x	-2%	0%	5%	11%	x	1	i	u
22	O=C(NC1CCCCC1)C1CC(=O)N(Cc2ccccc2)C1 (stereo unspecified)	-6%	-13%	12%	-2%	-15%	-25	-7	i	0%
23	C#CCN1C=CC(=O)[C@@H](OC(=O)Nc2ccccc2Br)[C@H]1c1ccccc1Br	4%	-7%	11%	-12%	u	12	-4	-2%	-15%
24	Cc1ccc(NC(=O)CSc2nnc(-c3ccc(S(=O)(=O)N4CCCC4)cc3)o2)cc1C	-10%	-24%	-3%	45%[activator]	-23%	18	-18	-25%	-4%
25	COc1cc(OC)c(Nc2cc(C)nc3ncnn23)cc1Cl	x	-12%	x	26%	-24%	x	-7	u	5%
26	CCCCNC(=S)N(CCN(CC)CC)Cc1cc2cc3c(cc2[nH]c1=O)OCCO3	-1%	-14%	3%	u	5%	-20	-7	-12%	0%
27	Cc1nc(-c2ccc(F)cc2)c(CC(=O)Nc2cccc(S(=O)(=O)N3CCOCC3)c2)s1	1%	-1%	2%	-10%	29%	4	11	-1%	-9%
28	COc1ccc(-c2cc(C(=O)Nc3cnn(Cc4ccccc4C)c3)no2)cc1OC	-21%	-2%	-2%	0%	-7%	7	2	-20%[57.5 µM]	-34%
29	CCOc1ccc(NS(=O)(=O)c2ccc(NC(C)=O)c(OC)c2)cc1	-9%	-5%	0%	1%	-1%	0	1	i	u
30	S=C(Cc1ccccc1)NCCc1ccccc1	8%	25%	8%	u	u	-25	-13	-32%[inhibitor]	-10%
31	C/C(=N\OC(=O)c1ccccc1)c1cc(-c2ccc(Cl)cc2)no1	-2%	10%	7%	24%	18%	4	0	i	u
32	Cc1ccc(-c2ccc(SCC(=O)c3ccccc3)nn2)cc1	-2%	5%	0%	-12%	24%	2	1	-36%[inhibitor]	-4%
33	O=[N+]([O-])c1cc2c(c3cccnc13)COCO2	8%	-21%	0%	40%[activator]	u	-24	-10	i	u
34	CN(CC(=O)Nc1cccc(F)c1)C(=O)c1ccc(COc2ccccc2)o1	-7%	-12%	-3%	-17%	17%	3	6	-8%	21µM*
35	O=C(Cc1ccc(S(=O)(=O)N2CCOCC2)s1)Nc1nc2c(s1)CCCC2	-9%	-3%	-2%	-3%	-22%	34	-6	-15%[57.5 µM]	-1%
36	COCP(=O)(c1ccccc1)c1ccccc1	-1%	51%[activator]	-1%	0%	-22%	-21	-10	11%[57.5 µM]	0%
37	CCN1CCN(c2ccc(S(=O)(=O)N3CCCCC3)cc2NC(=O)c2ccc([N+](=O)[O-])s2)CC1	0%	-9%	-13%	3%	11%	u	-3	i	u
38	CCCN(c1ccccc1CC)S(=O)(=O)c1ccc2c(c1)CC(C)N2C(=O)C1CC1 (stereo unspecified)	x	-5%	x	u	-8%	x	9	-28%	x
39	CN(C)CC(O)COc1cccc(OCC(O)CN(C)C)c1 (stereo unspecified)	-10%	-10%	-2%	-18%	0%	17	3	i	0%
40	OCCCc1ccc(O)c(O)c1	-7%	8%	-2%	6%	-4%	0	-7	-10%	-11%
41	O=C(Nc1nnc(S(=O)(=O)Nc2ccccc2)s1)c1ccccc1Cl	-8%	-1%&-2%	-4%	-21%&5%	-18%&0%	2	-4&4	-24%	0%&11%
42	CC(C)CCNC(=S)Nc1ccccc1F	-2%	u	4%	u	16%	u	4	-37%[inhibitor]	16%
43	CCCN(CC1CC1)C(=O)CCc1nnc(CCc2c[nH]c3ccccc23)o1	8%	-6%	0%	u	12%	1	1	15%	-18%
44	CCCN(CCO)Cc1ccc(Br)cc1	1%	1%	0%	7%	-24%	-12	-12	-20%[57.5 µM]	-4%
45	CC(Oc1ncnc2ccccc12)C(=O)Nc1cccc(S(=O)(=O)N2CCOCC2)c1 (stereo unspecified)	0%	10%	7%	-2%	-2%	-3	-3	i	2%
46	CCC(=O)N1CCCc2cc(S(=O)(=O)N3CCC(C(=O)NC4CCC(C)CC4)CC3)ccc21 (stereo unspecified)	x	-2%	x	2%	-15%	x	-15	-23%	10%
47	O=C(CSc1nc2ccccc2s1)NNC(=S)Nc1ccc(Cl)cc1	-10%	7%	-1%	18%	10%	-5	13	-21%	0%
48	CC(C)NC(=O)CSc1nc2ccccc2n1CC(=O)N(C(C)C)C(C)C	2%	-17%	-3%	u	-6%	1	-1	i	-16%
49	Cc1cccc(C)c1NC(=O)Cn1nc(C)c2sc3ccccc3c2c1=O	x	-2%	x	3%	-6%	x	-9	u	4%
50	N#Cc1c(N)n(CCOC(=O)c2cccc(Br)c2)c2nc3ccccc3nc12	-5%	129%[activator]	-4%	-5%	-9%	0	4	i	-1%
51	COc1ccc(NC(=O)CSc2nc3ccccc3nc2N2CCOCC2)cc1	7%	-4%	19%	u	u	9	3	-3%	-21%
52	COCCNC(=O)c1onc(CSc2ccc(C)c(C)c2)c1C(=O)O	-6%	2%	2%	-16%	-10%	0	-3	0%	-1%
53	O=S(=O)(Nc1cc(Cl)ccc1-n1cncn1)c1ccccc1Cl	-10%	4%	-39%	-1%	3%	-30	-2	-69%[inhibitor]	u
54	CC(C)Cn1c(N)c(C(=O)COC(=O)[C@@H]2CCCN2C(=O)c2cccs2)c(=O)n(C)c1=O	-5%	-10%	7%	22%	-14%	9	16	-15%	23%
55	CC(C)NC(=O)C1(C)CN(S(C)(=O)=O)CC(=O)N1C1CCCCCC1 (stereo unspecified)	0%	3%	x	2%	14%	13	1	-29%	-6%
56	O=C(Nc1cccc(-c2cn3cccnc3n2)c1)c1cc(Br)ccc1Cl	x	5%	x	0%	-6%	x	-13	-6%	8%
57	Cc1ccc2oc(-c3cccc(NC(=O)c4ccccn4)c3)nc2c1	-3%	-23%	1%	25%	u	75	5	i	15%
58	CCOc1ccc(NC(=O)CN(C)C(=O)c2ccc3[nH]c4c(c3c2)CC(C)CC4)cc1OCC (stereo unspecified)	6%	-16%	2%	u	28%	-6	6	i	21%
59	COc1cc(CN2CCNC(=O)C2CC(=O)NC2CCCCC2)cc(OC)c1 (stereo unspecified)	0%	1%	4%	-14%	0%	u	-15	3%	x
60	CCOC(=O)N1CCN(C(=O)c2ccccc2NC(=O)c2ccc(F)cc2)CC1	-9%	2%	-6%	5%	2%	-13	-2	-12%	-30%
